LDHA inh: qHTS assay for inhibitors of human lactate dehydrogenase; L-lactate dehydrogenase A chain (Homo sapiens), P00338; purified LDHA, NADH/diaphorase-resazurin fluorescence; active compounds read low; activity change, % (values are at about 110 or 230 µM); 0.15% of 480,000 active; in the data active = activity change below about -30%; inconclusive = mostly about -25% to -30%;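 also: plate controls were DMSO wells for no effect and wells without enzyme for full effect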
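Enzyme activity of human lactate dehydrogenase 5 (2 nM; 0.06 mM NADH, 0.2 mM pyruvate, 5 min, RT) is measured via a resazurin/diaphorase fluorescence readout of residual NADH.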
mIDH1 inhibitor: qHTS for Inhibitors of mutant isocitrate dehydrogenase 1 (IDH1): qHTS; Isocitrate dehydrogenase [NADP] cytoplasmic (Homo sapiens), O75874; IDH1-R132H enzyme, NADPH consumption, diaphorase/resazurin fluorescence; Potency, µM (doses to about 76.6 µM), inactives show at the highest dose activity change, negative = inhibition, most hits filed as inhibitors; 0.093% of 390,000 active; also: potency is read from the fitted curve at half-maximal effect; % is scaled to controls: 0 for no effect and ±100 for the full control effect; nearly all actives have a fitted effect of over 65% in size
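IDH1-R132H (0.5 ug/mL dispensed) in pH 7.5 Tris buffer was preincubated 30 min with compound, then given a substrate mix of 0.016 mM NADPH and 2 mM alpha-KG for 80 min at room temperature; remaining NADPH was read by diaphorase/resazurin fluorescence.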
Vif-APOBEC3F blk: qHTS for Inhibitors of Vif-A3F Interactions: qHTS; HeLa A3F-eYFP + Vif (tagged APOBEC3F with the HIV-1 protein that degrades it), YFP fluorescence increase; Potency, µM (titrated, usually from 46.1 µM), inactives show at the highest dose activity, negative = active; 0.2% of 390,000 active; also: potency is read from the fitted curve at half-maximal effect; % of control where 0% means no effect; nearly all actives have a fitted effect of over 65% in size
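HeLa cells stably expressing A3F-eYFP plus Vif, plated and incubated overnight at 37 deg C, then exposed to compounds overnight at 37 deg C. Blocked degradation read as raised yellow fluorescence (Ex 488/Em 500-530).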
Vif-APOBEC3G blk: qHTS for Inhibitors of Vif-A3G Interactions: qHTS; DNA dC->dU-editing enzyme APOBEC-3G (Homo sapiens), Q9HC16; 0.076% of 410,000 active; HeLa A3G-eYFP + Vif (tagged APOBEC3G with the HIV-1 protein that degrades it), YFP fluorescence, overnight; Potency, µM (titrated, usually from 46.1 µM), for the others: at the top dose activity, negative = active, most hits filed as inhibitors;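 also: potency is read from the fitted curve at half-maximal effect; % is scaled to controls: 0 for no effect and ±100 for the full control effect; nearly all actives have a fitted effect of over 60% in size; hits raise eYFP signal because A3G escapes Vif-driven loss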
Target sequence (Q9HC16 whole entry, looked up): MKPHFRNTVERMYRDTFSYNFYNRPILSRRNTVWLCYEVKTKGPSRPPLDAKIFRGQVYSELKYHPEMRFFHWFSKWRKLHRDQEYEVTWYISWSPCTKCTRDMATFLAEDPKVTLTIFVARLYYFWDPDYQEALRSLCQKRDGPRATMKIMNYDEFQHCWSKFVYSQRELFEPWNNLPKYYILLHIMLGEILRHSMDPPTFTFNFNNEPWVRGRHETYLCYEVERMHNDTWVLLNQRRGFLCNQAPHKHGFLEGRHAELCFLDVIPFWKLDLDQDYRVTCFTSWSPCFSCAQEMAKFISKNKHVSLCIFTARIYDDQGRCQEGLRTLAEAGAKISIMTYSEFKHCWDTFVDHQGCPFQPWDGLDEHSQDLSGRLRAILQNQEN
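HeLa cells stably expressing Vif and C-terminally eYFP-tagged A3G, seeded overnight at 37 deg C, then exposed to compound by pintool overnight at 37 deg C. Rise in yellow fluorescence (Ex 488/Em 500-530, Acumen) marks blocked Vif-driven A3G degradation.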
TrxR1 substrate: qHTS Assay for Substrates of Mammalian Selenoprotein Thioredoxin Reductase 1 (TrxR1): qHTS; Thioredoxin reductase 1, cytoplasmic (Rattus norvegicus), O89049; purified TrxR1 substrate turnover, NADPH consumption readout; Potency, µM (top dose mostly 114 µM), inactives show at the highest dose activity change, negative = substrate turnover; 0.01% of 390,000 active; also: potency is read from the fitted curve at half-maximal effect; % is scaled to controls: 0 for no effect and ±100 for the full control effect; nearly all actives have a fitted effect of over 50% in size
Target sequence (O89049 whole entry, looked up): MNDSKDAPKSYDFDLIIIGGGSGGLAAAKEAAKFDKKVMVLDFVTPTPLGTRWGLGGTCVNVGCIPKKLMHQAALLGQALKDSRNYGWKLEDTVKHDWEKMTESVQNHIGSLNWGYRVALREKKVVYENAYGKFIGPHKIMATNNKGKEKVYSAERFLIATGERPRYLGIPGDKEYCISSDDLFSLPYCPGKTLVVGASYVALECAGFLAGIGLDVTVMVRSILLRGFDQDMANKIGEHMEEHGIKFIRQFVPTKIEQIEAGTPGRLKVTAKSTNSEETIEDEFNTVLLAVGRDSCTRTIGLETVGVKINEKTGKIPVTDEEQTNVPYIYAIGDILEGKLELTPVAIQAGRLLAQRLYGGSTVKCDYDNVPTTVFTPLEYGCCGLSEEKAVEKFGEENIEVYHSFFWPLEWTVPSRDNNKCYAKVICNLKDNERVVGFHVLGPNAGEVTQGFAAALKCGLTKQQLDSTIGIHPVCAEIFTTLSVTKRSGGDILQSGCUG
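Rat TrxR1, dispensed at 90 nM, was prereduced with 400 uM NADPH (final) for 5 min at ~22 deg C, then incubated with compound 15 min before 400 uM selenite. A first-read NADPH fluorescence drop versus no-compound background flagged substrates.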
USP1 inh: Inhibitors of USP1/UAF1: Primary Screen; recombinant USP1/UAF1, Ub-Rhodamine cleavage fluorescence; 0.23% of 390,000 active; Potency, µM (doses to about 57.1 µM), for inactives: at the top dose activity change, negative = inhibition, usual class: inhibitors; also: potency is read from the fitted curve at half-maximal effect; % is scaled to controls: 0 for no effect and ±100 for the full control effect; nearly all actives have a fitted effect of over 60% in size; inactives centre near -12
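USP1/UAF1 complex (1 nM) preincubated 15 min at room temperature with compound, then Ub-Rho substrate (150 nM final) added. Kinetic fluorescence at 480/540 nm over 6 reads at 60 s intervals; 50 mM HEPES pH 7.8, 0.5 mM EDTA, 0.1 mg/ml BSA, 1 mM TCEP, 0.01% Tween-20.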
rTrxR1 inhibitor: qHTS Assay for Inhibitors of Mammalian Selenoprotein Thioredoxin Reductase 1 (TrxR1): qHTS. Thioredoxin reductase 1, cytoplasmic (Rattus norvegicus), O89049. recombinant rTrxR1, NADPH fluorescence consumption, selenite substrate. Potency, µM (top dose mostly 114 µM), for inactives: at the top dose activity change, negative = inhibition, hits mostly inhibitors. 1% of 390,000 active; also: potency is read from the fitted curve at half-maximal effect; % is scaled to controls: 0 for no effect and ±100 for the full control effect; nearly all actives have a fitted effect of over 65% in size
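Rat TrxR1 (90 nM in the dispensed reagent) was pre-reduced with 400 uM NADPH for 5 min at room temperature, then incubated with compound for 15 min. After 400 uM selenite was added, NADPH fluorescence (Ex 340/Em 450 nm) was followed for 8 min.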
RGS4 inh: Inhibitors of Regulator of G Protein Signaling (RGS) 4: qHTS. Regulator of G-protein signaling 4 (Homo sapiens), P49798. Transcreener GDP fluorescence polarization, RGS4-accelerated GTP hydrolysis. Potency, µM (doses to about 114 µM), inactives show at the top dose activity change, negative = inhibition, usual class: inhibitors. 0.039% of 390,000 active. AID 504845, 2011; also: potency is read from the fitted curve at half-maximal effect; % is scaled to controls: 0 for no effect and ±100 for the full control effect; nearly all actives have a fitted effect of over 75% in size; some results filed as inactive show a strong effect at the top dose
Target sequence (P49798 whole entry, looked up): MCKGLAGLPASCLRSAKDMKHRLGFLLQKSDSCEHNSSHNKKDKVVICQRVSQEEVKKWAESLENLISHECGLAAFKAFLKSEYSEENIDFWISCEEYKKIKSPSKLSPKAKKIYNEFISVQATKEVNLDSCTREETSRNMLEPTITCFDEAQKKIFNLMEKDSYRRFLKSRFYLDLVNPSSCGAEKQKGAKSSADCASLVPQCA
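MLSMR compounds (23 nl, pin-transferred) preincubated 10 min at room temperature with a 500nM (2x) first reagent, then RGS4 at 900nM (2x) plus Transcreener GDP mix added; fluorescence polarization (620/688 nm) read before and after 90 min at 30 °C.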
GRP78 ERSR act: qHTS for Inducers of the Endoplasmic Reticulum Stress Response (ERSR) in Human Glioma: qHTS; U87-MG GRP78 promoter luciferase reporter, 16 h; Potency, µM, inactives show at the highest dose activation, hits mostly activators; 0.02% of 420,000 active; AID 602332, 2012; also: potency is read from the fitted curve at half-maximal effect; series mostly up to about 76 µM; % of control where 0% means no effect; nearly all actives have a fitted effect of over 35% in size
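Stably transfected U87-MG glioma cells carrying a GRP78-based luciferase sensor; 16 h compound incubation. Luminescence end-point read 10 min after Bright-Glo addition at room temperature.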
The depositor's hits bear a star; ? = inconclusive; . = not tested or not shown; [ ] = dose if it differs, or a comment. Unless noted, calls follow the shape of the dose curve; as a rule, active = well fitted curve in the direction sought with a large enough effect; inconclusive = small, poorly fitted or top-dose-only effect, or another doubt; inactive = no such curve, though single readings can be large; an effect the other way counts as inactive or inconclusive. These rows are one share of the data (hit frequency here may not be typical).

The line under a structure holds: LDHA inh, mIDH1 inhibitor, Vif-APOBEC3F blk, Vif-APOBEC3G blk, TrxR1 substrate, USP1 inh, rTrxR1 inhibitor, RGS4 inh, GRP78 ERSR act
O=C(Cn1nnc2ccccc21)c1ccc(Br)cc1
 : 6, 9%, 1%, 2%, -2%, -14%, 11%[0.0914 µM], -26%, 5%
CN(CC(=O)NC(=O)NC(C)(C)C)CC(=O)Nc1ccccc1Cl
 : -6, 2%, 3%, 3%, -10%, 0%, 1%, -6%, -2%
CCc1ccccc1N(C(C)=O)c1nc(CN=C=S)cs1
 : -4, -6%, -15%, 3%, -11%, -12%, 6%, -1%, 0%
CNCCC1Sc2ccccc2Oc2ccccc21 (stereo not drawn)
 : -7, 9%, -3%, 1%, 7%, -9%, -19%, -12%, -2%
O=C(O)c1cc(-c2ccc(Cl)s2)[nH]n1
 : -2, 2%, 7%, 1%, 1%, -16%, 17%, -3%, -3%
N#CCOC(=O)C1c2ccccc2Oc2ccccc21
 : 4, 5%, -1%, -2%, 5%, -5%, 14%, 0%, -5%
COCCN(CC(=O)Nc1cccc(C)c1C)C(=O)C1(c2ccccc2)CC1
 : -1, 8%, 1%, -1%, 1%, -17%, 13%, 16%, -1%
Cc1ccc(Cl)cc1NS(=O)(=O)c1ccccc1
 : -4, 17%, -3%, 2%, -6%[57.1 µM], -4%, -19%[57.1 µM], 3%, -3%
COC(=O)C1(C)NC(c2cccs2)C2C(=O)N(c3ccccc3F)C(=O)C21 (stereo not drawn)
 : -10, -1%, 5%, 1%, 9%[57.1 µM], -4%, 14%[57.1 µM], -8%, 1%
CC(C)CNC(=O)c1ccccc1NC(=O)c1ccccc1N(C)S(C)(=O)=O
 : 0, 3%, 4%, -1%, -5%, -17%, -3%, -28%, -1%
CCN(CC)CCN(Cc1cc2cc3c(cc2[nH]c1=O)OCO3)C(=S)NCC(C)C
 : -8, 6%, -2%, 0%, 48%[activator], -2%, 23%, 25%, -2%
C#CCN(C[C@@H]1[C@@H](OC(=O)NCc2ccccc2)[C@@H](OC(=O)NCc2ccccc2)Cn2c(=O)n(CCCCCC)c(=O)n21)S(=O)(=O)c1ccc(C)cc1
 : -4, -3%, 0%, -6%, ., -14%, ., ., 0%
COc1ccc(CNC(=S)NCc2ccc(OC)cc2)cc1
 : 0, 0%, 0%, -1%, 4%, -22%, 5%, -17%, 1%
C=CCn1c(SCC(=O)NC2CCCCC2)nc2ccccc2c1=O
 : -7, 5%, 4%, 1%, 6%[57.1 µM], -12%, 16%[57.1 µM], -11%, -1%
OCc1ccnc2c(O)cccc12
 : 13, 4%, 1%, 1%, 5%, -2%, ?, -3%, -2%
CC(=O)Oc1ccc(C(=O)Nc2cc(NC(=O)c3ccc(OC(C)=O)cc3)cc(C(=O)NC(C)(C)C)c2)cc1
 : -5, -15%, 0%, -1%, 6%, -13%, 10%, -53%, 14%
Cc1cc2nc(C)c(=O)n(C)c2cc1C
 : -1, 6%, 5%, -13%, 69%, -19%, -4%[57.1 µM], ?, -3%
C=CCSc1nc2ccccc2[nH]1
 : -6, -1%, -5%, -7%, 2%, 7%, 22%, 9%, 2%
COc1ccc(C(=O)Nc2nnc(-c3ccc(F)cc3)s2)c(OC)c1
 : -2, -2%, 11%, -6%, 7%, -11%, 26%, 15%[56.9 µM], -3%
Cc1ccccc1CS(=O)(=O)Cc1ccc(C(=O)NCC2CCCO2)o1 (stereo not drawn)
 : -3, -1%, 6%, 0%, -9%, -7%, -20%, 4%, -4%
N#CCC(=O)Nc1ccc(C(=O)OCC(=O)c2ccc3c(c2)NC(=O)CO3)cc1
 : -18, -7%, -2%, -5%, -7%, -3%, -4%, ?, -3%
Cc1cc(-n2c(C)cc(C(=O)CN3C(=O)NC4(CCCCC4)C3=O)c2C)no1
 : 1, 6%, 5%, 0%, -7%, -11%, -10%, -17%, -1%
CCOc1ccc(/C(O)=C2/C(=O)C(=O)N(Cc3cccnc3)C2c2ccc(N(C)C)cc2)c(C)c1 (stereo not drawn)
 : -11, 0%, -11%, 0%, -5%, 0%, -8%, -4%, -3%
Cc1nn(C)cc1C(=O)/C=C/c1ccc([N+](=O)[O-])cc1
 : 0, -13%, 2%, 1%, -11%, -14%, -18%, 16%, -2%
COc1ccc(N(CC(=O)NCc2cccnc2)S(=O)(=O)c2ccccc2[N+](=O)[O-])c(OC)c1
 : -9, -6%, 7%, 0%, -2%[57.1 µM], 3%, 18%[57.1 µM], 14%, -2%
CC(Sc1nnc(Cn2c(=O)sc3ccccc32)n1C)c1ccccc1 (stereo not drawn)
 : -4, 6%, -1%, 2%, 13%[57.1 µM], -8%, 18%[57.1 µM], -30%, -1%
CC1CN/C(=C\C(=O)c2ccccc2)C(=O)N1 (stereo not drawn)
 : -4, 6%, 3%, 1%, -13%, -15%, -17%, -8%, -7%
Cc1ccc(-n2ncc3c(=O)n(Cc4ccccn4)cnc32)cc1C
 : -4, 3%, 3%, -1%, -5%, -7%, -14%, -43%, 1%
CCC1CN(C(=O)N2CCC(C(=O)NCc3ccc(N(C)C)cc3)CC2)c2ccccc2O1 (stereo not drawn)
 : 11, 12%, -9%, 6%, -5%[11.4 µM], -9%, 15%, -3%, 3%
Clc1nc2ccccc2nc1-c1ccccc1
 : -2, 8%, 0%, -2%, 4%, -26%, 22%, 4%, 1%
COCCN(C(=O)c1cc(-c2ccc(F)cc2)nc2ccccc12)c1c(N)n(CC(C)C)c(=O)[nH]c1=O
 : -2, -4%, -5%, 0%, 1%, -6%, 10%, 17%, 0%
CC(C)OCCCNC(=O)c1ccc(NC(=O)C2=CSCCO2)cc1
 : -1, 0%, -2%, 3%, -3%, -12%, 4%, -3%[11.4 µM], 0%
Cc1ccc(CNC(=O)c2ccc3c(c2)N(Cc2ccccc2Cl)C(=O)CS3)cc1
 : -6, -6%, -6%, -10%, 8%[2.29 µM], -25%, 20%, 1%, -4%
COCCN(CC(=O)Nc1ccc(F)cc1)S(=O)(=O)c1ccc(S(=O)(=O)N2CCCC2)cc1
 : -3, -3%, 7%, 1%, -9%, -10%, -5%, 2%, -5%
CC(C)OCc1ccc(C(=O)N2CCN(CC(=O)N3CCCC3)CC2)cc1
 : -5, -3%, -3%, -2%, 11%, -9%, -5%, -21%, -3%
CCCC(CCC)C(=O)Oc1cc(C)[nH]c(=O)c1[N+](=O)[O-]
 : -2, -7%, 6%, -7%, -6%, -15%, 15%, 9%, -2%
CC(C)(C)c1ccc(OCC(=O)N/N=C/C2CC=CCC2)cc1 (stereo not drawn)
 : -4, 2%, 0%, -3%, 0%[57.1 µM], -5%, 0%[57.1 µM], -26%, -3%
CCN(CC)C(=O)CSc1nnc(-c2ccc(S(=O)(=O)N3CCCC3)cc2)o1
 : -6, 4%, 1%, 0%, 2%, -19%, 1%, -35%, 2%
CC(C)N1CCC(=NNC(=O)c2cccs2)CC1
 : -2, 14%, 2%, 3%, 1%, -11%, 10%, 11%, 9%
CCOC(=O)c1cccc(NC(=O)NC2COc3ccccc3C2)c1 (stereo not drawn)
 : -2, 7%, 2%, 2%, -3%[57.1 µM], 4%, 12%[57.1 µM], -14%, -3%
CC1CCCc2sc3nc(SCC(=O)c4ccc(Br)cc4)nc(N)c3c21 (stereo not drawn)
 : -5, 0%, 2%, -3%, 3%, -9%, 4%, -16%, -1%
CCC(C)[C@H](NC(=O)[C@@H]1Cc2c([nH]c3ccccc23)C2c3ccccc3C(=O)N21)C(=O)NCC1CCCO1 (stereo partly drawn)
 : -3, -3%, -8%, -6%, 4%, -21%, 3%, -16%, -3%
CC(=O)NCCc1nc2cc(NC(=O)c3ccc(F)cc3)ccc2n1C
 : -16, -3%, 7%, 1%, 9%[57.1 µM], -7%, 0%[57.1 µM], -4%, -3%
O=C(c1cc(COc2ccc(F)cc2Cl)on1)N1CCSCC1
 : -3, 23%, -5%, -5%, 5%, -22%, 24%, -3%, ?
COc1ccc(-c2onc3ccc(C(=O)/C=C/N(C)C)cc23)cc1
 : 7, 8%, -3%, -6%, -7%, ?, -24%, -26%[56.9 µM], 3%
COc1cc(OC)c(OC)cc1/C=N/NC(=O)CC1C(=O)NN=C1C (stereo not drawn)
 : -5, 3%, 3%, 0%, 26%, 1%, -28%, -15%, -7%
O=C(CSCCO)Nc1nccs1
 : -1, 2%, -7%, -1%, -4%, -14%, 6%[57.1 µM], 17%, -3%
